UBC13 inh = blocks human UBC13 polyubiquitin chain formation; hit rate 0.47% among 330,000; TR-FRET; P61088; inhibition, % at 20 µM; AID 485273; in the data active = inhibition above about 45%, passing the limit was not always enough
Target sequence (P61088 whole entry, looked up): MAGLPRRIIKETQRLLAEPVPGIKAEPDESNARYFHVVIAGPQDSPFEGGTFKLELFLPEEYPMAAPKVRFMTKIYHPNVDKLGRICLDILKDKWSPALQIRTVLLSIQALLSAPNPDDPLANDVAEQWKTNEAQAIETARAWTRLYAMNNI
EBI2 block = blocks human EBI2 receptor beta-arrestin signaling; EBI2 beta-arrestin recruitment, luminescence, 7a,25-OHC stimulated; AID 651636; hit rate 0.81% among 360,000; inhibition, % at 5 µM; P32249; in the data active = inhibition above about 38%;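 note: enzyme fragment complementation signal reports receptor beta-arrestin coupling in cells; 0% = agonist plus DMSO wells and 100% = wells without agonist; some results beyond the cut were filed as inactive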
CXCR6 inh = CXCR6 (human) receptor inhibition; CHO-K1 PathHunter CXCR6 beta-arrestin, luminescence; O00574; inhibition, % at 20 µM; AID 602244; hit rate 0.36% among 360,000; in the data active = inhibition above about 34%, passing the limit was not always enough;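 note: antagonist mode with CXCL16 agonist at 10 nM final; 0% = 10 nM CXCL16 with DMSO and 100% = unstimulated wells without agonist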
Target sequence (O00574 whole entry, looked up): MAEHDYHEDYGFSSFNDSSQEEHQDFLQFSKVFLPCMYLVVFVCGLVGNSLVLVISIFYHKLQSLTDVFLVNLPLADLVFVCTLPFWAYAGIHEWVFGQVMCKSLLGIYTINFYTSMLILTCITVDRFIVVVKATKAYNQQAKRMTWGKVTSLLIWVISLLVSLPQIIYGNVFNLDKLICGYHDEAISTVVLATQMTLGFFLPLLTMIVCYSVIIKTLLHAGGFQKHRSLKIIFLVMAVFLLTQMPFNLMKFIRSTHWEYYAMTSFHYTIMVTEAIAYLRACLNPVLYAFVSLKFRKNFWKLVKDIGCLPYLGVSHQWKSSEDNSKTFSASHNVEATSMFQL
CCR6 antag = CCR6 (human) receptor antagonism | CHO-K1 CCR6 PathHunter beta-arrestin, luminescence, CCL20-stimulated | P51684 | inhibition, % at 20 µM | hit rate 0.49% among 340,000;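 active = compounds whose inhibition of the agonist-driven luminescence signal at 20 µM reaches about 50%, limit read from the data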;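 note: cells stimulated with CCL20 at 14 nM final; plate controls were DMSO with CCL20 for no effect and DMSO without agonist for full effect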
697 NFkB inh = lowers PMA/ionomycin-induced NF-kB signal in 697 B cells; 697 B-cell NF-kB luciferase reporter, 16 h; inhibition, % at 4 µM; hit rate 0.33% among 330,000; AID 435022; in the data active = inhibition above about 35%
Jurkat NFkB inh = inhibitors of the PMA/ionomycin-induced NF-kB reporter in Jurkat cells; PMA/ionomycin-induced NF-kB luciferase reporter, luminescence; inhibition, % at 4 µM; hit rate 0.53% among 330,000; in the data active = inhibition above about 50%
APJ antagonist = antagonists of human APJ apelin receptor; inhibition, % at 20 µM; hit rate 0.32% among 330,000; CHO-K1 APJ beta-arrestin complementation, luminescence; P35414;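 active = inhibition above about 40% at 20 µM, limit read from the data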;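 note: cells challenged with 10 nM apelin-13 agonist together with compound; plate controls were apelin-13 plus DMSO wells for no effect and DMSO wells lacking apelin-13 for full effect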
Target sequence (P35414 whole entry, looked up): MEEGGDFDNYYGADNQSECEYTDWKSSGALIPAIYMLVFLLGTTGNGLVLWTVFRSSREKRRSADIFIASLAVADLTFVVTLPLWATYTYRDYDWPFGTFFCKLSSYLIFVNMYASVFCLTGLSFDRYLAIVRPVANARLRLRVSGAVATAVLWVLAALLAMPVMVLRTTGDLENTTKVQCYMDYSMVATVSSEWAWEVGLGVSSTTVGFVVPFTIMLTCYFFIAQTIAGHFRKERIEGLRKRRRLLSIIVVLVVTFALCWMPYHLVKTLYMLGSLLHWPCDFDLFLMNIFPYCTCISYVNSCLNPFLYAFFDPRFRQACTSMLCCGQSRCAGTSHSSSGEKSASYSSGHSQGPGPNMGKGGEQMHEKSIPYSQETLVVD
Gli-Sufu antag = antagonists of Gli-Sufu signaling | hit rate 0.74% among 340,000 | Sufu-KO-LIGHT fibroblasts, Gli luciferase reporter luminescence | inhibition, % at 5 µM;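 active = inhibition above about 55%, limit read from the data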;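 note: 0% = DMSO-treated cells and 100% = wells with medium but no cells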
Starred values were filed as active, the others as inactive; · = no result given.

Every second line gives: UBC13 inh	EBI2 block	CXCR6 inh	CCR6 antag	697 NFkB inh	Jurkat NFkB inh	APJ antagonist	Gli-Sufu antag
- CN(CC(=O)Nc1c(Cl)cccc1Cl)C(=O)CNC(=O)c1ccc2ccccc2c1
→ 0	24	3	-3	13	-8	1	7
- Cc1ccc(S(=O)(=O)N(C)C)cc1NC(=O)COC(=O)CNC(=O)C12CC3CC(CC(C3)C1)C2
→ -1	18	2	2	-5	17	18	-4
- CCOCCc1nnc(NC(=O)CSc2ccccc2)s1
→ 2	6	-9	7	17	-1	9	-1
- COc1ccc2c(Cl)c(C(=O)OCC(=O)c3ccc4c(c3)NC(=O)CO4)sc2c1Cl
→ ·	-2	2	0	·	·	·	-1
- Cc1cc(C)n(-c2ccc(C(=O)NCc3cccs3)cc2)n1
→ -3	6	2	-1	0	-4	2	-2
- COc1cccc(NC(=O)COC(=O)c2c(C)nn(-c3ccccc3)c2C)c1
→ 2	-3	-5	18	11	-6	10	-16
- CC(CC1C(C#N)=C(N)OC2=C1C(=O)CCC2)c1ccccc1 (centres undefined)
→ 9	-9	-5	6	7	-4	9	3
- CS(=O)(=O)Nc1ccc2c(c1)OCC(=O)N2Cc1ccccc1
→ -5	-3	-3	23	3	13	-17	-14
- Cc1cc(N)ccc1N1CCCC1
→ -1	0	0	-1	-30	20	-28	22
- CCOC(=O)c1c(C)[nH]c(C=C2C(=O)CCCC2=O)c1O
→ -1	-3	0	3	10	13	-5	-6

Reprinted from the part before: three compounds, followed by the next part.
Every second line gives: UBC13 inh	EBI2 block	CXCR6 inh	CCR6 antag	697 NFkB inh	Jurkat NFkB inh	APJ antagonist	Gli-Sufu antag
- CS(=O)(=O)Nc1ccc2c(c1)OCC(=O)N2Cc1ccccc1
→ -5	-3	-3	23	3	13	-17	-14
- Cc1cc(N)ccc1N1CCCC1
→ -1	0	0	-1	-30	20	-28	22
- CCOC(=O)c1c(C)[nH]c(C=C2C(=O)CCCC2=O)c1O
→ -1	-3	0	3	10	13	-5	-6
- Cc1ccc(CSc2nnc(-c3ccncc3)n2C)cc1
→ 6	-1	-2	-16	-1	-13	-13	4
- CC(C)(C)c1ccc(Cn2c(=N)n(CC(O)c3ccco3)c3ccccc32)cc1 (centres undefined)
→ 39	-20	-5	-1	-13	18	17	65*
- C/C(CC(=O)Nc1ccc(N(C)C)cc1)=N\NC(=O)c1ccccc1O
→ 5	2	2	-6	-2	-5	2	31
- COc1ccc(S(=O)(=O)Cc2ccc(C(=O)NC3CCCC3)o2)cc1
→ 3	0	-2	10	17	5	2	-2
- COc1ccc(N(CC(=O)NC2CCCCC2)C(=O)c2ccc(C)s2)cc1OC
→ -9	1	-2	-2	1	-9	-2	-6
- COC(=O)c1cc(OC)c(OC)cc1NC(=O)CN1CCCCC1
→ 1	-4	-3	8	9	12	-16	-1
- Cc1cc2c3nonc3ccc2n1C
→ 3	2	4	2	-2	6	2	-4
- CSc1nnc(-c2ccc(S(=O)(=O)N3CCOCC3)cc2)n1CC1CCCO1 (centres undefined)
→ 9	-8	3	17	-13	-17	12	-11
- Cc1ccc(/C=C/C(=O)OCC(=O)NCCN2C(=O)CSC2=O)o1
→ -6	-1	2	0	6	-6	6	-21
- OC(c1ccccc1)(c1ccccc1)C1CCN(C(=S)Nc2ccc(F)cc2)CC1
→ 8	9	15	15	-14	2	6	7

Every second line gives: UBC13 inh	EBI2 block	CXCR6 inh	CCR6 antag	697 NFkB inh	Jurkat NFkB inh	APJ antagonist	Gli-Sufu antag
- COCCN(C(=O)COC(=O)c1cccnc1SC)c1c(N)n(Cc2ccccc2)c(=O)[nH]c1=O
→ -3	-6	3	-6	-23	0	13	12
- CCOC(=O)C1(O)CC(C)=NN1C(=O)c1cccc(Br)c1 (centres undefined)
→ -7	-21	12	1	10	-2	-3	0
- O=S(=O)(c1cc(Br)ccc1Br)N1CCCCCC1
→ -6	13	-3	23	7	4	-6	56*
- CCc1nnc(NC(=O)C2CCCN2C(=O)Nc2ccccc2OC)s1 (centres undefined)
→ -2	5	-3	-6	4	-13	-3	2
- N#Cc1cc(-c2ccccc2)oc1NC(=O)c1ccccc1
→ -2	14	5	30	8	-8	17	6
- OCCn1c(C(F)(F)F)nc2ccccc21
→ 4	0	-2	0	14	-2	10	-3
- CN1C(=O)c2ccc(NC(=O)CSc3ccccc3)cc2C1=O
→ 2	12	-4	15	-12	-2	22	-4
- Cc1ccc(NC(=O)CNC(=O)CC23CC4CC(CC(C4)C2)C3)c(O)c1
→ 2	8	-2	10	9	4	-2	-5
- Cc1sc(NC(=O)c2ccc(Cl)s2)c(C(N)=O)c1C
→ 13	2	13	24	-138	-136	21	-80
- COc1ccc(Cl)cc1C(=O)Nn1cnc2ccccc2c1=O
→ 0	-18	0	6	-2	-3	-10	-1

Every second line gives: UBC13 inh	EBI2 block	CXCR6 inh	CCR6 antag	697 NFkB inh	Jurkat NFkB inh	APJ antagonist	Gli-Sufu antag
- O=C(CNC(=O)c1ccc(N2C(=O)c3ccccc3C2=O)cc1)OCC(=O)c1ccccc1
→ 3	3	-2	3	20	5	11	-9
- Cc1c(NC(=O)c2ccc3ncccc3c2)c(=O)n(-c2ccccc2)n1C
→ -3	-2	10	-29	-31	-19	11	-27
- CC1CC(C)CN(C(=O)c2ccc3nc[nH]c3c2)C1 (centres undefined)
→ 5	6	-1	-4	13	-16	1	-3
- Cc1cc(C(=O)OC(C)C(=O)Nc2cccc(S(=O)(=O)N3CCOCC3)c2)c(C)o1 (centres undefined)
→ -2	-3	3	6	-6	4	8	5
- CC1=C(C#N)C(=O)N(C)C(C)(C)C1
→ -2	4	-7	19	26	-13	9	7
- COc1ccc2c(c1OC)C(=O)N1c3ccccc3C(=O)N(c3ccccc3)C21 (centres undefined)
→ 1	-14	-3	-8	28	54*	-11	2
- CCC(=O)Nc1cccc(C2=NOC3(C2)C[C@@H](C(N)=O)N(C(=O)CC(c2ccccc2)c2ccccc2)C3)c1 (some centres undefined)
→ -12	-5	-6	14	-37	12	-89	-4
- CC1(N=Cc2cc(Cl)ccc2O)COP(=O)(NC2CCCC2)OC1 (centres undefined)
→ ·	-5	1	15	·	·	·	2
- Nc1c(C(=O)N2CCCC2)sc2nc3c(cc12)CCCCCC3
→ 8	10	-3	-4	13	-17	2	-70
- Cn1c(Cn2c(=O)sc3ccccc32)nnc1SCC(=O)Nc1ccc(F)cc1
→ 5	0	-10	5	-22	-16	2	-5

Every second line gives: UBC13 inh	EBI2 block	CXCR6 inh	CCR6 antag	697 NFkB inh	Jurkat NFkB inh	APJ antagonist	Gli-Sufu antag
- NC(=O)CSc1nccn1Cc1ccccc1
→ -6	-7	-6	-1	3	8	-13	-5
- CCOc1ccc(N(CC(=O)NC2CC3CCC2C3)S(=O)(=O)c2ccc(C)cc2)cc1 (centres undefined)
→ -5	4	10	7	-10	7	-10	-8
- CC(=O)Nc1ccc(S(=O)(=O)NCC2CCCO2)cc1 (centres undefined)
→ 0	-12	-7	-10	5	7	7	-1
- COc1cc(NC(=O)c2cc3nc(C4CC4)cc(C(F)(F)F)n3n2)c(OC)cc1Cl
→ 0	38*	4	8	-20	-37	-10	18
- CN1CCN(S(=O)(=O)c2ccc(NC(=O)Cc3cccs3)cc2)CC1
→ -8	-3	-2	-5	22	10	-16	0
- Cc1cccc(Cn2c(N3CCN(C)CC3)nc3c2c(=O)n(C)c(=O)n3C)c1
→ -4	-1	7	7	-51	-6	-2	-2
- CC(C)COP(=O)(c1ccc(N(C)C)cc1)C(O)c1ccccc1F (centres undefined)
→ 13	-20	3	8	5	6	7	-2
- CCCn1c(NC(=O)C2COc3ccccc3O2)nc2ccccc21 (centres undefined)
→ 7	8	21	28	-48	0	13	-9
- CCOC(=O)[C@@H]1[C@H]2COc3ccccc3[C@@H]2N2C(=O)N(c3ccc(C(F)(F)F)cc3)C(=O)[C@]12C
→ -8	3	6	14	-6	-7	24	4
- Cc1c(C(=O)N2CCN(c3ccccn3)CC2)oc2ccccc12
→ 7	36*	11	4	23	12	-7	5

Every second line gives: UBC13 inh	EBI2 block	CXCR6 inh	CCR6 antag	697 NFkB inh	Jurkat NFkB inh	APJ antagonist	Gli-Sufu antag
- O=C(CN1C(=O)C2C3CC(C(Br)C3Br)C2C1=O)N1CCN(Cc2ccccc2)CC1 (centres undefined)
→ -8	5	3	-5	-33	-9	-13	-2
- COc1ccc(C2C(C(N)=O)=C(C)Nc3nc(-c4ccccc4)nn32)cc1OC (centres undefined)
→ -3	-6	-3	4	9	-10	-6	1
- CCN(Cc1ccccc1)C(=O)Cn1c(=O)n(CCC(=O)N2CCCCC2)c(=O)c2sccc21
→ -7	3	-3	12	1	12	-19	0
- COc1ccc(/C=N/NC(=O)c2ccncc2)cc1CSc1nc2ccccc2s1
→ -1	8	6	11	1	12	-6	4
- CCOc1ccc(Oc2ccc(Cl)cc2NC(=O)C2=COCCO2)cc1
→ -2	7	5	29	-51	4	-39	5
- Cc1cc(-c2nn(-c3ccccc3F)cc2CN2CCCC(O)C2)c(C)s1 (centres undefined)
→ 0	1	-1	0	-10	-6	16	-43
- CCOc1ccc(OCC)c(S(=O)(=O)n2cnc(C)c2)c1
→ -3	-4	-6	1	-9	-11	-11	3
- COc1ccc(CCNC(=O)CN(c2ccccc2OC)S(C)(=O)=O)cc1OC
→ -6	0	-1	0	5	3	-10	-4
- O=C(NCc1ccco1)/C(=C/c1ccco1)NC(=O)c1ccccc1
→ -8	1	-4	7	4	-7	-11	-13
- Cc1ccsc1CN1CCC(C(=O)NCc2ccccc2Cl)CC1
→ -1	-3	-3	4	14	24	4	19

Every second line gives: UBC13 inh	EBI2 block	CXCR6 inh	CCR6 antag	697 NFkB inh	Jurkat NFkB inh	APJ antagonist	Gli-Sufu antag
- CC(C)Oc1ccc(CCC(=O)NNC(=O)CCC(=O)O)cc1
→ 8	1	-6	3	20	6	8	-2
- CCOC(=O)c1cc(CC)sc1NC(=O)c1ccc(N2CCOCC2)c([N+](=O)[O-])c1
→ -12	25	3	18	1	-9	0	13
- O=C(Cn1cc([N+](=O)[O-])cn1)N1CCc2ccccc2C1
→ 11	0	1	8	13	-1	14	0
- COc1ccccc1OCCn1cc(C(=O)C(C)C)c2ccccc21
→ -1	2	-2	4	-17	-21	-15	18
- CC(C(=O)NC1CCS(=O)(=O)C1)N1C(=O)/C(=C/c2ccc(Cl)cc2)SC1=S (centres undefined)
→ -8	1	-13	5	6	-1	14	-7
- COc1ccc(OC)c(S(=O)(=O)N2CCN(C)CC2c2ccccc2)c1 (centres undefined)
→ 12	-2	0	7	-4	-3	4	1
- CN(C)S(=O)(=O)c1ccc(Cl)c(NC(=O)COC(=O)[C@@H]2CCCN2C(=O)c2cccs2)c1
→ 6	-3	9	-16	-11	-3	-19	-3
- CCCCCC(=O)Nc1cccc(C2=NOC3(C2)C[C@H](C(N)=O)N(C(=O)[C@H]2CCC(=O)N2)C3)c1 (some centres undefined)
→ 1	-8	-4	2	-2	-3	5	-14
- COc1ccc(/C=N/N2CCOCC2)cc1O
→ 7	-5	-8	-1	0	-15	-4	-1
- COC(CNC(=O)c1ccc2nc(-c3cccs3)c(-c3cccs3)nc2c1)OC
→ 12	5	2	-1	-8	-1	-15	8
- O=C(O)Cn1c2ccccc2c2ccccc21
→ 0	4	-4	1	17	9	-2	1
- Cc1cc(C)nc(NC(=O)c2c(C(=O)O)noc2C)n1
→ 5	-3	-5	-6	-1	7	8	-4

From PubChem

Hits appear at their usual frequency; overall some 3% were active at least once.
